Compound activity as filed in PubChem BioAssay.
ABCB1 block: blocks JC-1 efflux by human ABCB1 transporter. actives 0.067% (n = 190,000). P08183. AID 1326. inhibition, % at 6.6 µM. CCRF-Adr cells, flow cytometry; in the data active = inhibition above about 40%;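 note: 0% = vehicle and 100% = reference inhibitor; higher value means more JC-1 retained so stronger ABCB1 efflux block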
ABCG2 block: inhibitors of human ABCG2 transporter, ABCB1 counter-screen; actives 0.1% (n = 190,000); IgMXP3 cells, JC-1 efflux, flow cytometry; inhibition, % at 6.6 µM; AID 1325;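 active = inhibition above 80%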;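 note: 0% = DMSO and 100% = nicardipine control wells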
Target sequence (Q9UNQ0 whole entry, looked up): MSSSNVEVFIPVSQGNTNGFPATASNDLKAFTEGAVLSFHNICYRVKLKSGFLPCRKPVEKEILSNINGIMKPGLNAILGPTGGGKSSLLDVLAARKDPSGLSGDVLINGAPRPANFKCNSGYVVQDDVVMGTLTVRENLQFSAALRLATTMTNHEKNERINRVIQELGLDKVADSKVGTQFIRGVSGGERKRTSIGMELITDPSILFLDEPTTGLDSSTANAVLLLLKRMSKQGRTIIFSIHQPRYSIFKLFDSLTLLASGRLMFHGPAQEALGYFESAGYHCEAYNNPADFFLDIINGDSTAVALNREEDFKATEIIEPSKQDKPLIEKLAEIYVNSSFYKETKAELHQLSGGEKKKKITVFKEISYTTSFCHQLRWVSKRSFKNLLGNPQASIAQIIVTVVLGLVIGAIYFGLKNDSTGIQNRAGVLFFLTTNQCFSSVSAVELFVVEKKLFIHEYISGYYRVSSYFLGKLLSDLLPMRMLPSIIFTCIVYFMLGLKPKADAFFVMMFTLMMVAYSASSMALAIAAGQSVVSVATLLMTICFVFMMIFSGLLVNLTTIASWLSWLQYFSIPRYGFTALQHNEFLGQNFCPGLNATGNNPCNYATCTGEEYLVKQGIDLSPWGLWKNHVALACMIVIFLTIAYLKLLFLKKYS
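test system = two drug-resistant human cell lines, ABCG2 and ABCB1 | amount = 3 million cells/mL final, two lines in 1:1 ratio | reagent = JC-1 transporter substrate | doses = one concentration, 6.6 µM final | incubation = 10 min at 25 °C | signal = flow cytometric JC-1 green MFI at 530 nm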
GSH fluor: GSH bead compound fluorescence profile; GSH beads flow cytometry, compound fluorescence 488/530 nm; active compounds read high; fluorescence (KMESF) at 10 µM; actives 0.25% (n = 190,000); in the data active = fluorescence above about 89;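 note: glutathione beads carrying GST-tagged Bcl family fusion proteins plus one bare bead set; values are compound well signal with DMSO vehicle wells as background; inactives centre near 16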
Mcl1-Bid inh: disrupts binding of human Mcl-1 to Bid peptide. Q07820. TR-FRET Mcl-1/Bid-Dy647 peptide binding, 1536-well. inhibition, % at 21.7 µM. actives 0.97% (n = 220,000). AID 1021;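 active = compounds that cut the binding signal by more than half at the single screening dose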;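 note: His-tagged Mcl-1 with europium anti-His antibody binding Bid BH3 peptide; 0% = Mcl-1 plus peptide wells and 100% = peptide-only wells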
Bim-Mcl-1: disrupts Bim peptide binding to human Mcl-1 | Q07820 | Bead-based flow cytometry, Bim peptide-Mcl-1 binding | inhibition, % at 10 µM | actives 0.1% (n = 190,000); in the data active = inhibition above about 40%;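 note: 0% = no compound tracer wells and 100% = peptide blocker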
RGS4-Gao reg: human RGS4-Galphao interaction regulation; Multiplexed bead flow cytometry, RGS4-Galphao binding; actives lie on both sides; actives 0.33% (n = 220,000); binding response (% of control), % at 10 µM; P09471; in the data active = binding response below about 49% or above about 150%; inactive = in between;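 note: fluorescent Galphao activated with aluminum fluoride binding bead-coupled RGS4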
Pf gametocyte: kills late stage P. falciparum gametocytes. P. falciparum stage V gametocytes, ATP luminescence, 24 h. inhibition, % at 10.9 µM. actives 0.065% (n = 150,000). AID 743093;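 active = inhibition above the mean plus 3 SD of compounds within the control limits, set per campaign, cut at about 38% in these data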;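 note: 0% = DMSO wells and 100% = medium only without gametocytes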
Mcl1-Noxa inh: Mcl-1/Noxa interaction inhibition | Q07820 | TR-FRET Mcl-1/Noxa peptide binding, 2 h | inhibition, % at 21.7 µM | actives 1.5% (n = 220,000);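 active = compounds that cut the protein-peptide binding signal by more than 50% relative to plate controls in a single-dose test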;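 note: His-tagged Mcl-1 with rhodamine Noxa BH3 peptide and terbium anti-His antibody; 0% = Mcl-1 plus Noxa peptide wells and 100% = peptide-only wells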
RGS7-Gao reg: regulators of human RGS7-Galphao interaction; Multiplexed bead flow cytometry, RGS7-Galphao binding; actives lie on both sides; binding response (% of control), % at 10 µM; actives 0.35% (n = 220,000); P09471; in the data active = binding response below about 49% or above about 150%; inconclusive = no clear call, values can overlap the other calls; inactive = in between;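 note: fluorescent Galphao held in activated GDP-AlF4 state binding bead-coupled RGS7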
Avidin bead fluor: compound fluoresces at 488/530 nm on avidin beads; fluorescence (KMESF) at 10 µM; AID 1775; compound fluorescence 488/530 nm, flow cytometry; active compounds read high; actives 0.38% (n = 220,000); in the data active = fluorescence above about 47; note: inactives centre near 10
RGS8-Gao: modulates binding of RGS8 to human Galphao. AID 1423. actives 0.34% (n = 220,000). response (percent of control binding), % at 10 µM. P09471. multiplexed bead flow cytometry; actives lie on both sides; in the data active = response below about 60% or above about 140%; inactive = in between;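 note: Galphao activated as the GDP aluminium fluoride complex binding bead-coupled RGS8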
* marks the source's active call; other numbers are inactive results; u = inconclusive; x = not tested or not shown.

SMILES	ABCB1 block	ABCG2 block	GSH fluor	Mcl1-Bid inh	Bim-Mcl-1	RGS4-Gao reg	Pf gametocyte	Mcl1-Noxa inh	RGS7-Gao reg	Avidin bead fluor	RGS8-Gao
O=C(COc1ccc(Br)cc1)Nc1cc(S(=O)(=O)N2CCCCC2)ccc1N1CCCCC1	0.3	12	11	2	-4	105	3	0	101	11	106
Cc1ccc(-c2nn(-c3cc(N4CCNCC4)ccc3[N+](=O)[O-])c(=O)c3ccccc23)cc1	2.5	-3	15	4	1	102	x	16	100	12	100
O=C(NC1C(=O)NNC1c1ccc(Cl)cc1)c1ccc(F)cc1 (centres undefined)	0.1	-1	9	-14	-1	102	x	4	106	12	102
CCOc1ccccc1NC(=S)NCCc1ccc(F)cc1	0.4	4	23	-40	3	101	-7	-7	100	9	104
CCCCNC(=O)CSc1nc(N)c(C(=O)Nc2ccc(OC)cc2)s1	x	x	x	-37	x	104	-4	3	u	6	103
CN1/C(=C/C=C(C#N)C#N)C=Cc2ccccc21	x	x	x	-59	x	101	21	15	u	5	102
CCC(=O)Nc1sc(Cc2ccc3c(c2)OCO3)c(C)c1C(N)=O	x	x	x	2	x	96	-5	-4	u	7	95
O=C(NCc1ccccc1)C1CC(=O)N(c2ccc(OCC(=O)N3CCCC3)cc2)C1 (centres undefined)	0.3	0	24	-10	0	94	x	9	92	14	84
Cc1cc(N2CCN(C)CC2)nc2ccc(NC(=S)NCCN3CCc4ccccc4C3)cc12	0.9	3	21	-86	-4	103	25	31	u	10	103
COc1ccc(NC(=S)NCC2CCN(c3ccc(OC)cc3)C2)cc1 (centres undefined)	3.6	17	7	-73	-4	101	x	67*	103	17	98
CCCCOC(=O)c1ccc(NC(=O)C(=O)NCc2ccccn2)cc1	x	x	x	-1	x	88	-4	-5	u	7	96
CCOC(=O)c1ccc(NC(=O)CN(Cc2ccc(Cl)cc2)S(C)(=O)=O)cc1	0.2	2	12	-7	0	102	19	1	98	7	102
C=C(C)c1cccc(C(C)(C)NC(=O)NCCCN2CCCC2=O)c1	0.7	1	22	-9	-1	106	x	9	110	16	104
CN(C)C(=O)c1nc2ccc(Cl)cn2c1CN1CCCC(OCc2cccnc2)C1 (centres undefined)	0.8	2	16	-16	-1	102	x	23	105	12	103
Cc1ccc(S(=O)(=O)N2CCN(CC(=O)N/N=C/C=C/c3ccccc3)CC2)cc1	1.4	3	13	-2	-5	100	9	17	100	12	98
O=C(NC(=S)NN1CCCCC1c1cccnc1)c1ccc(Br)cc1 (centres undefined)	x	x	x	-52	x	102	7	4	u	6	99
Oc1ccc2ccccc2c1N=Nc1ccccn1	0.5	31	22	2	-6	100	14	0	97	11	104
CSc1ccc(OC2CCCCC2NS(=O)(=O)c2ccccc2)cc1 (centres undefined)	0.5	4	13	-9	-2	100	-4	1	102	12	104
O=C1c2ccccc2NC(c2ccco2)N1O (centres undefined)	0.3	1	30	-16	1	95	x	-2	100	18	99
O=C(COC(=O)C1CC1)Nc1ccc(OC(F)F)cc1	1.4	6	17	-12	-2	93	10	15	101	2	90

3 entries already listed, sorted by the value under RGS4-Gao reg, highest first:
smiles	RGS4-Gao reg
Cc1ccc(-c2nn(-c3cc(N4CCNCC4)ccc3[N+](=O)[O-])c(=O)c3ccccc23)cc1	102
CN1/C(=C/C=C(C#N)C#N)C=Cc2ccccc21	101
O=C1c2ccccc2NC(c2ccco2)N1O (centres undefined)	95

Returning to the listing with the 2 entries that preceded the break.
SMILES	ABCB1 block	ABCG2 block	GSH fluor	Mcl1-Bid inh	Bim-Mcl-1	RGS4-Gao reg	Pf gametocyte	Mcl1-Noxa inh	RGS7-Gao reg	Avidin bead fluor	RGS8-Gao
O=C1c2ccccc2NC(c2ccco2)N1O (centres undefined)	0.3	1	30	-16	1	95	x	-2	100	18	99
O=C(COC(=O)C1CC1)Nc1ccc(OC(F)F)cc1	1.4	6	17	-12	-2	93	10	15	101	2	90
COc1ccccc1OCc1nc(-c2ccc([N+](=O)[O-])cc2)no1	0.9	44	4	-22	-4	101	-9	7	98	14	102
CC1(C)Oc2ccc(C(=O)NC3CC3)cc2N(CC(=O)N2CCOCC2)C1=O	0.2	1	28	1	-4	93	13	12	93	33	95
C=CCNC(=O)c1onc(CSc2ccccc2CC)c1C(=O)O	0.3	1	32	11	1	101	10	32	107	9	107
CCC(C)NC(=O)C1CCN(c2nc(OC)nc(OC)n2)CC1 (centres undefined)	-0.2	0	18	-8	-1	x	12	-9	x	x	x
CCOC(=O)c1c(NC(=O)CSc2nc3nc(C)cc(C)n3n2)sc(CC)c1C	8.1	39	9	-167	-1	97	x	-40	101	14	102
COc1ccc(C)cc1S(=O)(=O)N1CC(C)OC(C)C1 (centres undefined)	0.2	1	17	-14	-2	97	x	0	99	11	102
CCCCc1cc(=O)oc2cc(OCc3cc(OC)c(OC)c(OC)c3)c(Cl)cc12	0.6	2	18	-2	-4	101	x	15	100	33	100
O=C(NCc1ccccc1)C1c2ccccc2Oc2ccccc21	0.2	6	12	-16	3	96	-13	-1	89	4	93
Cc1ccccc1/C=C\c1nc2ccccc2c(=O)[nH]1	0.4	1	16	0	-1	95	-79	0	94	8	102
CC(=O)c1cccc(NC(=S)NC(=O)c2cccc(C)c2)c1	0.9	23	6	-37	-7	100	x	22	96	13	102
CC(C)CCNC(=O)C1CCC(CNc2c(N3CCCC3)c(=O)c2=O)CC1 (centres undefined)	x	x	x	-7	x	100	-25	5	u	10	100
CC(C)(C)OC(=O)NCCc1nnc(SCc2c(Cl)cccc2Cl)o1	0.9	3	16	-23	3	94	-19	-2	96	3	96
CCCc1nc2ccccc2n1CCOc1ccccc1	0.7	3	15	-2	-2	98	x	12	98	9	100
CC(C)c1ccc(NC(=O)C2CC(=O)Nc3nc4ccccc4n32)cc1 (centres undefined)	x	x	x	-61	x	94	-25	-10	u	10	98
COc1ccc2ccccc2c1CNC(=O)CC1C(=O)NCCN1CC(C)(C)C (centres undefined)	x	x	x	40	x	105	20	-4	u	5	100
O=S(=O)(c1cnccc1N1CCN(/N=C/c2ccccc2)CC1)N1CCCCC1	1.4	4	8	-77	0	104	4	-9	99	33	103
CCOC(=O)c1c(NC(=O)C2CCCO2)sc(C(N)=O)c1C (centres undefined)	-0.3	-1	4	3	-2	111	-8	11	113	15	133
CCC(=O)N[C@@H]1CC(C(C)(C)NC(=O)CC)CC=C1C (some centres undefined)	0.8	10	24	-28	4	101	x	1	97	20	102
CCOC(=O)c1c(C)oc2c1c(C(c1ccncc1)N1CCOCC1)c(O)c1ccccc12 (centres undefined)	0.2	2	22	82*	-1	100	x	98*	97	11	98
CC(NC(=O)c1ccc(Br)o1)c1ccccc1 (centres undefined)	0.1	0	25	-17	-4	95	-38	-3	103	12	101
CCN(CC)C(=O)Cn1c(=O)n(CCCCCC(=O)Nc2ccccc2)c(=O)c2sccc21	0.9	12	19	-7	-5	105	25	-9	102	14	103
O=C(c1cc(-c2ccc(Cl)cc2)on1)N1CCOCC1	1.1	2	31	-6	0	101	1	3	99	21	100
Cc1ccccc1SCc1noc(C(=O)NC(C)C)c1C(=O)O	0.3	1	31	-3	-2	100	-3	7	102	10	103
O=C(Nn1c(-c2ccncc2)nc2ccccc2c1=O)c1ccc([N+](=O)[O-])cc1Cl	6.8	0	12	-11	2	102	x	16	u	9	106
O=C(CC1(O)C(=O)Nc2cc(Cl)cc(Cl)c21)c1ccncc1 (centres undefined)	0.0	1	38	-31	-4	92	x	-3	92	3	95
CCN(CC)C(=O)C1CCN(Cc2ccc(Br)cc2)CC1	0.3	1	38	50	-2	91	-5	27	99	6	97
Cc1csc(C(C#N)C(=O)c2ccncc2)n1 (centres undefined)	-0.5	4	18	-17	-1	98	-2	11	99	17	94
COc1ccc(C(=O)NC2CCN(C(=S)Nc3cccc(C)c3)CC2)cc1	0.1	1	59	-60	-1	103	30	5	102	8	99
COc1ccc(C(=O)Nc2cccc(OC)c2)cc1	-3.3	3	27	3	1	102	x	1	104	14	104
O=C(Nn1c(=O)[nH]c2ccsc2c1=O)c1ccccc1	-0.1	-1	34	0	-5	105	-9	-13	102	6	105
CC(=O)c1ccn(S(=O)(=O)c2ccc(Cl)cc2)c1	x	x	x	6	x	101	3	26	u	5	103
CCOC(=O)C1CCN(C(=O)c2cn(CCOC)c(=O)c3c2c2ccccc2n3C)CC1	1.0	3	11	5	-4	94	x	-3	96	36	97

Some entries already given with just Mcl1-Bid inh, Mcl1-Noxa inh and Bim-Mcl-1.
structure | Mcl1-Bid inh | Mcl1-Noxa inh | Bim-Mcl-1
COc1ccccc1OCc1nc(-c2ccc([N+](=O)[O-])cc2)no1 | -22 | 7 | -4
Cc1ccc(-c2nn(-c3cc(N4CCNCC4)ccc3[N+](=O)[O-])c(=O)c3ccccc23)cc1 | 4 | 16 | 1
CCN(CC)C(=O)C1CCN(Cc2ccc(Br)cc2)CC1 | 50 | 27 | -2
COc1ccc2ccccc2c1CNC(=O)CC1C(=O)NCCN1CC(C)(C)C (centres undefined) | 40 | -4 | x
Cc1csc(C(C#N)C(=O)c2ccncc2)n1 (centres undefined) | -17 | 11 | -1
COc1ccc(NC(=S)NCC2CCN(c3ccc(OC)cc3)C2)cc1 (centres undefined) | -73 | 67* | -4
O=S(=O)(c1cnccc1N1CCN(/N=C/c2ccccc2)CC1)N1CCCCC1 | -77 | -9 | 0
